Hep lipid drop = inhibitors of hepatocyte lipid droplet formation, primary screen, imaging, high-throughput imaging, BODIPY stain | AML12 mouse hepatocytes, oleate lipid droplets | inhibition, % at 6.5 µM | 240,000 tested, 0.4% active;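 active = lipid droplet intensity inhibited by at least 50%, with more than 500 cells counted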
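Material – AML12 mouse liver cells · Also added – oleate loading, 100 µM · Compound dosing – 6.5 µM single-point dosing · Times – overnight treatment with compound plus oleate · Measured by – fluorescence imaging, 20x objective, two fields per well · Read-out – percent inhibition of filter-corrected integrated lipid droplet intensity per well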
M17LAP inhibition = P. falciparum M17LAP inhibitors, primary screen, biochemical, fluorogenic H-Leu-NHMec substrate, 1536-well (AID 1619); inhibition, % at 30 µM; hits with a dose series show IC50 in µM; recombinant M17LAP, H-Leu-NHMec fluorogenic kinetic assay; higher % means a stronger effect; 220,000 tested, 0.38% active;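 active = compound inhibiting the enzyme by more than half at any dose during confirmatory dose-response retesting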;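 also: plate controls were full reaction with DMSO carrier for no effect and no enzyme background for full effect; strong numbers were not always called active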
human PMI inhibition = inhibitors of human PMI, primary screen, biochemical, fluorescence intensity, coupled assay (AID 1209) | Mannose-6-phosphate isomerase (Homo sapiens) | purified PMI enzyme, coupled fluorescence intensity; higher % means a stronger effect | inhibition, % at 20 µM, or IC50 in µM where a hit was titrated | 190,000 tested, 0.42% active;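 also: plate controls were DMSO vehicle for no effect and wells lacking substrate for full effect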
K1F lysis inhibition = inhibition of K1F phage lysis, E. coli UTI89, bacterial capsule biogenesis inhibitors, alamar blue (AID 488966); E. coli UTI89 K1F phage lysis, alamar blue, 2 h; higher % means a stronger effect; one-dose inhibition, % at 100 µM; IC50 in µM for titrated hits; 340,000 tested, 0.02% active;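 active = phage lysis inhibition, versus mean bacterial control, above a set limit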;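 also: capsule biogenesis inhibitors block K1F phage lysis so surviving cells raise fluorescence; higher fluorescence means more inhibition of phage lysis; actives were called in the ten point dose series up to 300 µM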
SIAH1 antagonists = Siah-1 peptide-binding antagonists, primary screen, biochemical, fluorescence polarization, rhodamine-plectin, uHTS (AID 1817); E3 ubiquitin-protein ligase SIAH1 (Homo sapiens); Siah-1 / rhodamine-plectin peptide fluorescence polarization; higher % means a stronger effect; displacement, % at 20 µM; hits with a dose series show IC50 in µM; 290,000 tested, 0.02% active;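 active = displacement of at least 50% at 20 µM, with a fluorescence ratio check between 0.3 and a set limit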;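 also: plate controls were Siah plus tracer with DMSO for no effect and tracer alone without Siah for full effect; strong numbers were not always called active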
human PMI inhibitors = human PMI inhibitors, high substrate, primary screen, biochemical, fluorescence intensity, high mannose 6-phosphate (AID 1220); 190,000 tested, 0.66% active; recombinant PMI enzyme, coupled fluorescence intensity; higher % means a stronger effect; inhibition, % at 20 µM, or IC50 in µM where a hit was titrated; Mannose-6-phosphate isomerase (Homo sapiens)
XIAP antagonists = XIAP antagonists, biochemical, IAP family, fluorescence polarization (AID 1018). 200,000 tested, 0.007% active. E3 ubiquitin-protein ligase XIAP (Homo sapiens). one-dose displacement, % at 20 µM; IC50 in µM for titrated hits. XIAP BIR domain, fluorescence polarization peptide displacement; higher % means a stronger effect; in the data active = displacement above about 50%; also: a part of the inactive calls stands beside numbers as strong as those of hits
M1AAP inhibition = P. falciparum M1AAP inhibitors, biochemical, fluorogenic H-Leu-NHMec substrate, 1536-well (AID 1445) | inhibition, % at 30 µM, or IC50 in µM where a hit was titrated | recombinant M1AAP, H-Leu-NHMec fluorogenic kinetic assay; higher % means a stronger effect | 220,000 tested, 0.42% active | Aminopeptidase N (Plasmodium falciparum (isolate 3D7));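 active = primary inhibition above the hit cutoff, then over 50% inhibition at one or more dose response concentrations, cut at about 23% in these data, passing the limit was not always enough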;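 also: plate controls were DMSO full reaction for no effect and no enzyme background for full effect; strong numbers were not always called active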
TNAP activation fold = human TNAP enzyme activators, primary screen, biochemical, luminescent, no phosphate acceptor, uHTS (AID 1001); 200,000 tested, 0.03% active; Alkaline phosphatase, tissue-nonspecific isozyme (Homo sapiens); purified TNAP, luminescent activation assay, no phosphate acceptor; higher activation fold means a stronger effect; one-dose activation fold at 20 µM; EC50 in µM for titrated hits; in the data active = activation fold from about 3, or a potency from the dose series; inactive = the rest, 99 in 100 with activation fold below about 1.6; also: many of its hits are not listed in these tables
Hep lipid drop cells 6.5 µM = also measured in Hep lipid drop; calls as there; cell count; measured here: cell count, cytotoxicity flag;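 cells counted across two imaged fields per well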
* marks the source's active call; other numbers are inactive results; · = not tested or not shown; [ ] = another dose, or the depositor's remark. Rule as the data show it, unless noted: active = inhibition above about 50%; inactive = the rest. Not a hit list; about 1.9% have a hit in one of these screens.

SMILES	Hep lipid drop	Hep lipid drop cells 6.5 µM	M17LAP inhibition	human PMI inhibition	K1F lysis inhibition	SIAH1 antagonists	human PMI inhibitors	XIAP antagonists	M1AAP inhibition	TNAP activation fold
Nc1cc(=O)[nH]c(SCC(=O)Nc2ncc(C(F)(F)F)cc2Cl)n1	12	730	2%	-6%	0.1%	1%	11%	-6.9%	10%	1
COc1ccccc1C1SCCN1C(=O)c1ccc([N+](=O)[O-])cc1 (stereo not given)	8	698	4%	-7%	-0.1%	1%	-11%	0.3%	2%	1
CCOC(=O)c1sc(=S)n(C)c1NC(=O)c1ccccc1	-1	569	39%	48%	0.1%	-2%	20%	-3.1%	11%	1.1
O=S(=O)(c1ccc(NC(=S)NCCC(c2ccccc2)c2ccccc2)cc1)N1CCOCC1	-17	684	-7%	-2%	1.9%	-5%	-2%	-1.7%	5%	1.8
Cc1cc(O)c(C(=O)/C=C/c2cccc([N+](=O)[O-])c2)c(=O)o1	10	730	9%	·	-1.3%	7%	·	·	12%	·
Cc1ccc(-c2nnn(CC(=O)N3CCC(C)CC3)n2)o1	12	748	23%	-2%	0.3%	0%	-1%	1.6%	7%	1.2
Cc1cccn2c(=O)c(/C=N/O)c(N3CCCC3)nc12	·	·	10%	4%	1.4%	6%	1%	-1.8%	12%	1
CN(C)CCCNCCCNC(=O)c1ccncc1	·	·	-9%	0%	-0.4%	6%	1%	-4.3%	2%	1.1
CCOc1ccc(NC(=O)c2ccccn2)cc1	7	732	6%	4%	3.5%[50 µM]	6%	4%	1.0%	4%	1.1
CC(=O)Nc1nonc1-n1nnc(C(=O)NCc2ccccc2)c1C	4	695	9%	5%	0.8%	-8%	5%	-3.7%	19%	1.1
COc1ccc(-c2cc(C(F)(F)F)nc(SCC(=O)Nc3ccc4c(c3)OCO4)n2)cc1	-19	697	-1%	16%	8.4%	1%	8%	-7.3%	0%	1
Cc1ccc(CN2CCN(/N=C/c3ccc(C(=O)O)cc3)CC2)c(C)c1	-8	711	5%	2%	-0.9%	-8%	-2%	-1.3%	5%	1.1
CCOC(=O)c1sc(N/N=C/c2cccc(C)c2)nc1C	·	·	-4%	8%	3.4%	3%	5%	-8.1%	12%	1.1
COc1cc(NC(=O)NC(C)(C(F)(F)F)C(F)(F)F)cc(OC)c1OC	-8	775	0%	25%	0.0%	3%	21%	-1.6%	4%	1.1
CCCCCc1ccc(OCCCC[n+]2ccc(C)cc2)c(CCCCC)c1	-11	698	-2%	0%	-1.3%	-7%	-5%	-4.8%	-7%	0.9
Fc1ccc(CSc2nnc(-c3cccnc3)n2Cc2ccco2)cc1	·	·	6%	-9%	-0.3%	2%	-2%	-6.9%	8%	1
Cc1ccc(C)c(S(=O)(=O)NCc2ccncc2)c1	·	·	9%	3%	0.7%	2%	-5%	-3.3%	-1%	0.9
CCC(C)c1cc(S(=O)(=O)N2CCOCC2)ccc1OC (stereo not given)	-10	559	-4%	12%	0.2%	2%	12%	-1.1%	12%	1
Cc1ccccc1NC(=O)CC1SC(=NC2CCCCC2)NC1=O (stereo not given)	8	748	5%	0%	0.6%	-1%	-1%	0.6%	12%	1.1
CC(OC(=O)c1ccccc1Nc1ccc(SC(F)F)cc1)C(N)=O (stereo not given)	39	682	-7%	10%	-0.2%	8%	25%	-0.1%	2%	1.1

A different layout for some results above:
| Molecule | Hep lipid drop | Hep lipid drop cells 6.5 µM | M17LAP inhibition | human PMI inhibition | K1F lysis inhibition | SIAH1 antagonists | human PMI inhibitors | XIAP antagonists | M1AAP inhibition | TNAP activation fold |
| --- | --- | --- | --- | --- | --- | --- | --- | --- | --- | --- |
| COc1ccc(-c2cc(C(F)(F)F)nc(SCC(=O)Nc3ccc4c(c3)OCO4)n2)cc1 | -19 | 697 | -1% | 16% | 8.4% | 1% | 8% | -7.3% | 0% | 1 |
| Cc1ccc(CN2CCN(/N=C/c3ccc(C(=O)O)cc3)CC2)c(C)c1 | -8 | 711 | 5% | 2% | -0.9% | -8% | -2% | -1.3% | 5% | 1.1 |
| CCOC(=O)c1sc(N/N=C/c2cccc(C)c2)nc1C | · | · | -4% | 8% | 3.4% | 3% | 5% | -8.1% | 12% | 1.1 |
| COc1cc(NC(=O)NC(C)(C(F)(F)F)C(F)(F)F)cc(OC)c1OC | -8 | 775 | 0% | 25% | 0.0% | 3% | 21% | -1.6% | 4% | 1.1 |
| CCCCCc1ccc(OCCCC[n+]2ccc(C)cc2)c(CCCCC)c1 | -11 | 698 | -2% | 0% | -1.3% | -7% | -5% | -4.8% | -7% | 0.9 |
| Fc1ccc(CSc2nnc(-c3cccnc3)n2Cc2ccco2)cc1 | · | · | 6% | -9% | -0.3% | 2% | -2% | -6.9% | 8% | 1 |
| Cc1ccc(C)c(S(=O)(=O)NCc2ccncc2)c1 | · | · | 9% | 3% | 0.7% | 2% | -5% | -3.3% | -1% | 0.9 |
| CCC(C)c1cc(S(=O)(=O)N2CCOCC2)ccc1OC (stereo not given) | -10 | 559 | -4% | 12% | 0.2% | 2% | 12% | -1.1% | 12% | 1 |
| Cc1ccccc1NC(=O)CC1SC(=NC2CCCCC2)NC1=O (stereo not given) | 8 | 748 | 5% | 0% | 0.6% | -1% | -1% | 0.6% | 12% | 1.1 |
| CC(OC(=O)c1ccccc1Nc1ccc(SC(F)F)cc1)C(N)=O (stereo not given) | 39 | 682 | -7% | 10% | -0.2% | 8% | 25% | -0.1% | 2% | 1.1 |

Additional entries.
SMILES	Hep lipid drop	Hep lipid drop cells 6.5 µM	M17LAP inhibition	human PMI inhibition	K1F lysis inhibition	SIAH1 antagonists	human PMI inhibitors	XIAP antagonists	M1AAP inhibition	TNAP activation fold
Cc1cccc(C)c1NC(=O)N1CCCCCCC1	-12	699	6%	-3%	-0.1%	1%	-1%	-8.2%	-6%	1
CC(C)NC(=O)CSCc1cccc(Br)c1	0	763	-2%	0%	0.5%	3%	-1%	-10%	-1%	1.2
O=C(CN1C(=O)COc2ccccc21)NCCN1CCC(Cc2ccccc2)CC1	0	766	-2%	-1%	5.8%	6%	-3%	-2.7%	5%	1.1
CC1=NNC(=O)C1CCC(=O)N/N=C/c1c(Cl)cccc1Cl (stereo not given)	0	700	-1%	-4%	0.0%	2%	-7%	-4.2%	-2%	1
COCCNC(=O)c1ccc(-c2csc(C)n2)cc1	2	714	-4%	-11%	0.1%	5%	-17%	-10%	3%	0.9
O=C(CCC(=O)c1ccccc1)NCCc1c[nH]c2ccccc12	·	·	10%	-1%	0.3%[50 µM]	5%	-6%	-2.6%	6%	1.1
Cc1cc(C)cc(-n2nnc(C(=O)NCc3ccccc3Cl)c2N)c1	·	·	2%	-13%	-0.3%	1%	-6%	-0.4%	0%	0.9
COc1ccc(CCNC(=O)C2CCCN2S(=O)(=O)c2ccc(F)cc2)cc1OC (stereo not given)	-8	601	4%	-1%	3.0%	0%	-4%	-2.2%	-6%	1.1
O=C(NCCCNCCCNC(=O)c1ccc(/C=N/O)nc1)c1ccc(/C=N/O)nc1	-26	746	-5%	·	0.9%	-3%	·	·	-5%	·
Cc1ccc(-n2ccnc2SCC(=O)N(CC(C)C)C2CCS(=O)(=O)C2)c(C)c1 (stereo not given)	·	·	3%	0%	0.1%	-2%	3%	0.6%	-3%	1.1
Cc1ccc(C)c(C(=O)Nc2c(C(N)=O)oc3ccccc23)c1	·	·	-3%	-6%	-0.8%	4%	-2%	-1.6%	15%	1
CC(C)CCC(CCN1CCOCC1)c1ccc2c(c1)OCO2 (stereo not given)	-33	570	7%	19%	5.3%	2%	10%	-2.9%	7%	1
Cc1ccc(Cn2cccc2/C=N/NC(=S)Nc2ccc(C)cc2)cc1	8	667	-5%	3%	0.4%	-1%	9%	-3.7%	1%	1
Cc1nc(/C(N)=N/OC(=O)Cc2ccccc2)no1	6	709	-4%	-4%	-0.2%	0%	-7%	-6.4%	10%	1.1
Nc1nc(-c2ccccc2)c(C(=O)Nc2ccccc2)s1	9	710	13%	14%	-0.3%	3%	10%	-7.3%	8%	1.1
Cc1c(C(=O)O)sc2nc(SCC(=O)Nc3ccc(S(=O)(=O)NC(C)(C)C)cc3)[nH]c(=O)c12	-8	708	44%	-30%	-1.3%	-4%	-18%	-10%	12%	1.1
O=S(=O)(Nc1cccnc1)c1ccc(Cl)c(C(F)(F)F)c1	5	790	17%	6%	0.0%	2%	3%	-0.7%	0%	0.9
Cc1ccc(N=C2NC(=O)/C(=C\c3ccc(C)s3)S2)cc1	1	699	8%	-6%	-0.9%	-7%	-8%	-9.5%	1%	1.1
O=[N+]([O-])c1cc(S(=O)(=O)N2CCCC2)ccc1O	13	640	-1%	-14%	1.5%	-2%	-5%	-7.1%	0%	1.1
COc1ccc2c(Cl)c(-c3nnc4n3CCCCC4)sc2c1	·	·	1%	-6%	0.3%	2%	-3%	-2.4%	0%	1.1
CCCCc1ccc(NC(=S)NN2CCOCC2)cc1	14	699	0%	6%	4.0%	-8%	-5%	-3.2%	11%	1
O=C(NCCN1CCN(C(=O)c2cc3ccccc3oc2=O)CC1)c1cc2ccccc2oc1=O	·	·	7%	4%	6.2%	-1%	12%	-1.2%	7%	1.1
O=C(O)C1Cc2[nH]cnc2C(c2ccc(F)cc2)N1 (stereo not given)	-1	671	11%	-14%	0.3%	1%	-6%	-7.4%	0%	1.1
CCc1cc(C)cc(OCCNC(=O)c2cncc(Br)c2)c1	2	819	0%	0%	2.6%	0%	-2%	-3.1%	-1%	0.9
CCOc1ccc(C(=O)Cc2ccc3oc(C(=O)O)cc3c2)c(O)c1	33	581	10%	3%	0.6%	-3%	-1%	-8.6%	15%	1
COc1cc(C(=O)NCc2cn3ccccc3n2)cc(OC)c1OC	1	720	7%	-1%	0.4%	-1%	4%	-3.9%	10%	1.1
CCCOC(=O)c1c(NC(=O)C2CCCO2)sc(C(=O)OC)c1C (stereo not given)	10	709	9%	39%	0.6%[50 µM]	-2%	0%	-6.2%	6%	1.1
Cn1nnc(NC(=S)NC(=O)c2ccc(-c3ccc(Br)cc3)o2)n1	3	668	-4%	-1%	0.3%	2%	2%	-3.6%	2%	1.3
